Assay outcomes from PubChem.
inhibitors of VEEV – inhibitors of VEEV TC-83 cytopathic effect, confirmation, Vero cells (AID 588727). Vero cells, VEEV TC-83 cytopathic effect inhibition; higher % means a stronger effect. inhibition, % at 20 µM, or IC50 in µM where a hit was titrated. 0.13% of 350,000 active; in the data active = a potency from the dose series; inconclusive = inhibition mostly from about 14% at the one dose, without a potency; inactive = the rest, 99 in 100 with inhibition below about 12%; also: strong numbers were not always called active
H1N1 NS1A inhibition – H1N1 influenza NS1A inhibitors, functional cell based assay (AID 504329); inhibition, % at 12.5 µM, or IC50 in µM where a hit was titrated; 0.3% of 340,000 active; NS1A functional cell-based assay, percent inhibition; higher % means a stronger effect; in the data active = a potency from the dose series; inconclusive = inhibition above about 27% without an active follow-up result; also: strong numbers were not always called active
H37Rv inhibition – M. tuberculosis growth inhibition, HTS (AID 449762); M. tuberculosis H37Rv growth inhibition, 7H9 media; higher % means a stronger effect; inhibition, % at 25 µM; hits with a dose series show IC50 in µM; 0.59% of 330,000 active; in the data active = a potency from the dose series; inconclusive = inhibition above about 70% without an active follow-up result;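 also: bacterial growth assessed after seven days of incubation; strong numbers were not always called active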
tuberculosis growth – growth inhibition of non-replicating M. tuberculosis (AID 488890) | 0.39% of 320,000 active | one-dose inhibition, % at 25 µM; IC50 in µM for titrated hits | Mycobacterium tuberculosis non-replicating, growth inhibition; higher % means a stronger effect; in the data active = a potency from the dose series; inconclusive = inhibition mostly from about 82% at the one dose, without a potency; inactive = the rest, 99 in 100 with inhibition below about 76%;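 also: plate controls were DMSO cells for no effect and high antibiotic wells for full effect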
PhoP GFP inhibition – Inhibition of PhoP regulon, Salmonella typhi GFP reporter cells, confirmation, 4 h (AID 1850) | Salmonella Typhi PhoP-promoter GFP reporter, fluorescence, 4 h; higher % means a stronger effect | inhibition, % at 50 µM; hits with a dose series show IC50 in µM | 0.33% of 310,000 active; in the data active = a potency from the dose series; inconclusive = inhibition mostly from about 25% at the one dose, without a potency; inactive = the rest, 99 in 100 with inhibition below about 19%;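 also: 0% = induced wells with vehicle and 100% = uninduced wells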
Active calls of the source: *; i = inactive; ? = inconclusive; . = not tested or not shown.

Assay codes: A = inhibitors of VEEV; B = H1N1 NS1A inhibition; C = H37Rv inhibition; D = tuberculosis growth; E = PhoP GFP inhibition
> Cc1nc2ccc(NC(=O)c3cc(S(=O)(=O)N4CCOCC4)ccc3C)cc2s1
  A: 3.8%	B: -11%	C: -5%	D: 13%	E: -5%

> Cc1nc(SCC(=O)NC2CCS(=O)(=O)C2)c2c(C)c(C)sc2n1 (centres undefined)
  A: i	B: -5%	C: -4%	D: 2%	E: .

> O=C(CCCOC(=O)c1ccc(O)cc1)c1ccccc1
  A: 3.1%	B: 1%	C: -4%	D: 63%	E: .

> CC(Sc1nc(-c2ccccc2)cc(C(F)(F)F)n1)C(=O)N1CCCC1 (centres undefined)
  A: 0.6%	B: 6%	C: -8%	D: .	E: -10%

> COc1ccc(C(=O)NC(=S)SCC(=O)O)cc1
  A: 1.4%	B: -1%	C: -4%	D: 3%	E: -4%

> CN1CCN(C2=Cc3ccccc3Sc3cc(F)c(F)cc32)CC1
  A: i	B: 16%	C: ?	D: 77%	E: 56%

> COC(=O)C1=C(C(=O)OC)[C@@H]2N(Cc3ccccc3)c3ccccc3[C@@]23C[C@@H](C(=O)OC)N(C(=O)COCc2ccccc2)C3=N1
  A: i	B: 0%	C: 8%	D: -1%	E: -5%

> CC(=O)N1CSCC1C(=O)NNS(=O)(=O)c1cccc(C(F)(F)F)c1 (centres undefined)
  A: 3.2%	B: -21%	C: 2%	D: -24%	E: 2%

> Cc1nnnn1/C(=C\c1ccccc1)C(=O)OCC(=O)N1CC2(C)CC1CC(C)(C)C2 (centres undefined)
  A: 1.1%	B: 3%	C: 0%	D: 38%	E: 9%

> Cc1ccn2cc(C(=O)N3CCN(c4cnn(-c5ccccc5)c(=O)c4Cl)CC3)nc2c1
  A: 2.9%	B: 7%	C: -6%	D: 4%	E: .

> O=C(Nc1ccc2ccccc2c1)N1CCCN(CCOc2ccccc2)CC1
  A: i	B: -1%	C: 3%	D: -12%	E: -5%

> COCCNC(=O)Cn1nc(C(F)(F)F)c(Br)c1C
  A: 0.7%	B: -2%	C: 4%	D: 1%	E: -3%

> CCOC(=O)CN1C(=O)NC2(CCCc3ccccc32)C1=O (centres undefined)
  A: 0.2%	B: 2%	C: -2%	D: -7%	E: 14%

> CCCC[N+]12CCC(CC1)C(Cc1ccccc1)C2 (centres undefined)
  A: 0.7%	B: .	C: 1%	D: -3%	E: 5%

> CCOC(=O)CSc1cn2c(n1)CCC2
  A: 2.1%	B: 5%	C: -2%	D: 0%	E: 4%

Arranged by molar mass (smallest number first): six of the compounds above.
Assay codes: A = inhibitors of VEEV; B = H1N1 NS1A inhibition; C = H37Rv inhibition; D = tuberculosis growth; E = PhoP GFP inhibition
> CCOC(=O)CSc1cn2c(n1)CCC2
  A: 2.1%	B: 5%	C: -2%	D: 0%	E: 4%

> O=C(CCCOC(=O)c1ccc(O)cc1)c1ccccc1
  A: 3.1%	B: 1%	C: -4%	D: 63%	E: .

> COc1ccc(C(=O)NC(=S)SCC(=O)O)cc1
  A: 1.4%	B: -1%	C: -4%	D: 3%	E: -4%

> CCOC(=O)CN1C(=O)NC2(CCCc3ccccc32)C1=O (centres undefined)
  A: 0.2%	B: 2%	C: -2%	D: -7%	E: 14%

> CC(Sc1nc(-c2ccccc2)cc(C(F)(F)F)n1)C(=O)N1CCCC1 (centres undefined)
  A: 0.6%	B: 6%	C: -8%	D: .	E: -10%

> Cc1nc2ccc(NC(=O)c3cc(S(=O)(=O)N4CCOCC4)ccc3C)cc2s1
  A: 3.8%	B: -11%	C: -5%	D: 13%	E: -5%

Carrying on:
Assay codes: A = inhibitors of VEEV; B = H1N1 NS1A inhibition; C = H37Rv inhibition; D = tuberculosis growth; E = PhoP GFP inhibition
> COC(=O)CCNC(=O)Cc1c(C)n(C(=O)c2ccc(Cl)cc2)c2ccc(OC)cc12
  A: 1.1%	B: -5%	C: 0%	D: 8%	E: 7%

> Cc1ccc(C)c(NC(=O)Cn2c(=O)n(-c3ccc(CC(=O)NCC4CCCO4)cc3)c(=O)c3ccccc32)c1 (centres undefined)
  A: .	B: .	C: -2%	D: 2%	E: 15%

> N#CCOc1nc(N2CCCC2)nc(N2CCCC2)n1
  A: 0.3%	B: 4%	C: -4%	D: -18%	E: 5%

> CC(Oc1ccc(Br)cc1)C(=O)Nc1ccc(N2CCOCC2)cc1N1CCOCC1 (centres undefined)
  A: 2.0%	B: 11%	C: 19%	D: 16%	E: 6%

> CCOc1ccc(-c2nc[nH]c2[N+](=O)[O-])cc1
  A: 0.3%	B: -1%	C: -5%	D: -8%	E: -7%

> COc1ccc(C=O)cc1COc1ccc(C)cc1[N+](=O)[O-]
  A: 1.2%	B: 3%	C: -7%	D: 21%	E: 3%

> Cc1ccc(NC(=O)COC(=O)c2ccc(Br)o2)cc1S(=O)(=O)N1CCCCC1
  A: 2.3%	B: -10%	C: 0%	D: 42%	E: .

> O=S(=O)(Nc1ccc2nc(N3CCOCC3)sc2c1)c1ccc(Cl)cc1
  A: 6.7%	B: -5%	C: 10%	D: 13%	E: .

> Cc1ccc2cc(CCNC(=O)c3cc4ccccc4o3)c(=O)[nH]c2c1C
  A: 4.3%	B: 5%	C: -10%	D: .	E: 9%

> CC(C)(Oc1ccc(Cl)cc1)C(=O)OCC(=O)N1CCN(c2ccccc2)CC1
  A: 2.2%	B: -13%	C: 30µM*	D: 62%	E: 9%

> CCCCn1nnnc1NCc1ccc(C)s1
  A: i	B: -1%	C: 3%	D: 67%	E: -16%

> Cc1ccc(C)c(S(=O)(=O)Nc2ccc(-n3cnnn3)cc2)c1
  A: 0.9%	B: -2%	C: 3%	D: 7%	E: .

> C=CCN1C(=O)C(C)(C)N(C(=O)c2cccc([N+](=O)[O-])c2)c2ccccc21
  A: i	B: -6%	C: 1%	D: 22%	E: -3%

> COc1ccc(C(=O)N/C(=C/c2ccco2)C(=O)NC2CCS(=O)(=O)C2)cc1 (centres undefined)
  A: 1.3%	B: -10%	C: 0%	D: 1%	E: 7%

> CC1CCCCN1CCCNC(=O)c1nn(C)c2c1CS(=O)(=O)c1ccccc1-2 (centres undefined)
  A: 0.1%	B: 10%	C: 0%	D: -5%	E: 8%

An excerpt from above, showing only tuberculosis growth:
SMILES | tuberculosis growth
O=S(=O)(Nc1ccc2nc(N3CCOCC3)sc2c1)c1ccc(Cl)cc1 | 13%
O=C(CCCOC(=O)c1ccc(O)cc1)c1ccccc1 | 63%

Remaining list, next part
Assay codes: A = inhibitors of VEEV; B = H1N1 NS1A inhibition; C = H37Rv inhibition; D = tuberculosis growth; E = PhoP GFP inhibition
> CC(C)c1ccccc1NC(=S)NC(C)c1ccccc1 (centres undefined)
  A: 0.3%	B: 1%	C: 9%	D: 71%	E: 1%

> Cc1ccc(C(=O)CSc2ccc(-c3ccncc3)nn2)cc1
  A: i	B: 17%	C: -3%	D: 10%	E: 1%

> C[C@H](NC(=O)c1ccccc1Cl)C(=O)NCc1cccs1
  A: 1.9%	B: 8%	C: 3%	D: 77%	E: -1%

> Cc1cccc(NC(=S)Nc2c(C)n(C)n(-c3ccccc3)c2=O)c1C
  A: 0.2%	B: -1%	C: 11%	D: -7%	E: -5%

> O=C(NCc1ccco1)C(=O)c1cn(CC(=O)N2CCCCCC2)c2ccccc12
  A: 0.7%	B: -4%	C: 2%	D: 20%	E: -13%

> Cc1ccc(-c2nc(C)c(C(=O)O)s2)cc1
  A: 0.7%	B: -1%	C: 0%	D: -2%	E: -10%

> O=C(NCc1ccco1)c1ccc2ccccc2n1
  A: 1.8%	B: -18%	C: -6%	D: 62%	E: 10%

> Nc1nnn(Cc2ccccc2)n1
  A: 0.5%	B: -10%	C: -4%	D: 3%	E: 2%

> CCOc1ccc(NC(=O)N2CCC(NC(=O)c3ccco3)CC2)cc1
  A: 0.8%	B: -3%	C: -9%	D: -4%	E: 3%

> COc1cccc(NC(=O)C(C#N)Cc2ccncc2)c1 (centres undefined)
  A: 3.3%	B: 3%	C: -25%	D: 14%	E: -11%

> O=C(c1cccnc1)N1CCN(CCCc2ccccc2)CC1
  A: 0.2%	B: -4%	C: 0%	D: -1%	E: 0%

> Cc1ccc(SC(C)c2nc(-c3ccccc3)no2)cc1 (centres undefined)
  A: 0.4%	B: -7%	C: -5%	D: 27%	E: -4%

> O=C(CNc1n[nH]c(=O)[nH]c1=O)N/N=C/C=C/c1ccccc1
  A: 0.4%	B: 0%	C: -5%	D: -6%	E: 12%

> COc1ccc2c(c1O)C(=O)c1ccccc1C2=O
  A: .	B: .	C: -8%	D: -8%	E: 5%

> CCCCc1nc(NCc2ccccc2)c(C#N)c2c1CCCC2
  A: i	B: 4%	C: 11%	D: 30%	E: -8%

> CCOCc1nnc(NC(=O)c2cc(C(=O)OC)cc([N+](=O)[O-])c2)s1
  A: 0.4%	B: -11%	C: -8%	D: -12%	E: -1%

> CC(C)CCN1CCNC(=O)C1CC(=O)NCCCN1CCOCC1 (centres undefined)
  A: 0.9%	B: -1%	C: 0%	D: -2%	E: -3%

> Cc1cc(Cl)c(C)c(S(=O)(=O)N2CCN(C(=O)C3CCCO3)CC2)c1Cl (centres undefined)
  A: 5.5%	B: -7%	C: -3%	D: 1%	E: .

> CCCCCn1c(CNC(=O)CCC)nc2ccccc21
  A: 0.6%	B: -3%	C: -5%	D: 5%	E: 2%

> O=C(c1cc2c(s1)-c1ccccc1S(=O)(=O)C2)N1CCN(Cc2ccccc2)CC1
  A: 6.2%	B: 4%	C: -5%	D: 19%	E: 30%

> O=C(CCc1nnc(CCCCc2ccccc2)o1)N1CCN(CCO)CC1
  A: 0.1%	B: 5%	C: -5%	D: -5%	E: 6%

> O=S(=O)(Nc1ccc(O)cc1)c1cccc2cccnc12
  A: 1.5%	B: 1%	C: -5%	D: .	E: -10%

> CC1(C)Cc2c(sc3c2c(=N)n(Cc2ccco2)c(=O)n3Cc2ccc(F)cc2)CO1
  A: 3.5%	B: 4%	C: 26%	D: 37%	E: -19%

> CSc1ccc(CN(C)C(=O)c2ccc(S(=O)(=O)Nc3ccccc3)cc2)cc1
  A: 5.7%	B: 3%	C: ?	D: 19%	E: 0%

> COC(=O)C1=C(C)Nc2nc3ccccc3n2C1c1ccccc1F (centres undefined)
  A: i	B: .	C: 2%	D: -1%	E: 1%

> CC1CN(Cc2cc(=O)oc3cc(O)c(Cl)cc23)CC(C)O1 (centres undefined)
  A: i	B: -58%	C: 0%	D: 10%	E: -4%

> COC(=O)c1cc(NC(=O)CN2CCC(C(N)=O)(N3CCCCC3)CC2)cc(C(=O)OC)c1
  A: i	B: 10%	C: 3%	D: 3%	E: -5%

> Cc1ccc(C)c(S(=O)(=O)c2c(C)cc(C)nc2Cl)c1
  A: i	B: -7%	C: 3%	D: 22%	E: -4%

> COc1ccc(CNCCC(c2ccc(OC)cc2)c2ccccc2OC)cc1 (centres undefined)
  A: 1.8%	B: -1%	C: 16%	D: ?	E: -3%

> COc1ccc(Nc2ncnc3sc(-c4ccccc4)cc23)c(OC)c1
  A: 5.7%	B: -26%	C: 5%	D: 12%	E: 7%

> CCN1CCN(c2nc3c(c(=O)[nH]c(=O)n3C)n2CCSc2nc3ccccc3s2)CC1
  A: 4.5%	B: 1%	C: -1%	D: -3%	E: 1%

> CCOc1ccc(S(=O)(=O)N(CC(=O)N/N=C/c2ccc(-c3ccc([N+](=O)[O-])cc3)o2)c2ccccc2)cc1
  A: 7.0%	B: 1%	C: 48%	D: 59%	E: -8%

> NC(Cc1c[nH]c2ccccc12)C(=O)Nc1ccccc1 (centres undefined)
  A: 0.7%	B: 8%	C: -11%	D: 3%	E: -8%

> C=CC[C@@H](CC(=O)N(CCO)Cc1ccccc1)C(=O)NCCOC(=O)[C@H](CC=C)CC(=O)OC(C)(C)C
  A: i	B: 0%	C: -8%	D: 7%	E: .

> COC(=O)c1[nH]c(C)c(/C(O)=C2\C(=O)C(=O)N(CCN3CCOCC3)C2c2ccccc2OC)c1C (centres undefined)
  A: 1.5%	B: -11%	C: 4%	D: 6%	E: 10%

> C/C(CC(=O)Nc1ccc2c(c1)OCCO2)=N\NC(=O)COc1ccc(C)cc1Br
  A: 3.2%	B: -8%	C: 14%	D: -3%	E: 3%

> COc1ccc2c(c1)c(=O)oc1c(C)c(OCC(=O)N3CCc4ccccc4C3)ccc12
  A: 0.7%	B: 11%	C: 0%	D: 5%	E: 0%

> O=C(N/N=C/c1ccc2c(c1)OCO2)c1ccc(Cl)cc1Cl
  A: 2.6%	B: 7%	C: 4%	D: 10%	E: 0%

> CCOc1cc(S(=O)(=O)n2c(C)nc3ccccc32)ccc1F
  A: 0.6%	B: -2%	C: 11%	D: -6%	E: 8%
